Compound activity: PubChem, several laboratories
West Nile virus CPE: West Nile virus antiviral activity, cell-based, CPE readout (AID 1621) | West Nile virus-infected cells, CPE inhibition; higher % means a stronger effect | CPE inhibition, % at 10 µM, or IC50 in µM where a hit was titrated | 290,000 tested, 0.02% active; in the data active = a potency from the dose series; inconclusive = CPE inhibition mostly from about 3.7% at the one dose, without a potency; inactive = the rest, 99 in 100 with CPE inhibition below about 2.2%; also: strong numbers were not always called active
MT stabilize HCS: stabilizes microtubules in HeLa cells. AID 2205. 200,000 tested, 0.83% active. HeLa tubulin immunostaining HCS, 24 h; share of cells brighter than vehicle mean+2SD. % tubulin-high responders, % at 10 µM;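 active = plate Z-score above 3 for both tubulin-high and condensed-nucleus cell shares, with cell loss under 80%, at 10 µM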;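 also: anti alpha tubulin signal scored within the nucleus-defined area of each cell; some results filed as inactive read as strong as hits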
WT yeast gro inh: growth inhibition of WT yeast, mitochondrial fusion screen; mitochondrial fusion phenotypic screen, WT strain; 190,000 tested, 2.1% active; inhibition, % at 10 µM; in the data active = inhibition above about 58%; tested in S. cerevisiae
Lipid droplet: modulators of hepatic lipid droplet formation | inhibition, % at 6.5 µM | AML12 mouse hepatocytes, oleate lipid droplets, BODIPY imaging | AID 1656 | 240,000 tested, 0.4% active;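 active = lipid droplet intensity inhibited by at least 50%, with more than 500 cells counted; inconclusive = wells with under 300 cells, treated as cytotoxic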
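Assay system: AML12 mouse liver cells | Compound dosing: One dose, 6.5 µM compound | Read-out basis: Droplet intensity reduction, % inhibition | Measured by: Fluorescence imaging, 20x objective, two fields per well | Schedule: Overnight treatment with compound plus oleate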
Myeloid diff 2: myeloid differentiation induction; ER-HoxA9 myeloid progenitors, lysozyme-GFP differentiation, flow cytometry; calls only at 10 µM; 360,000 tested, 1% active; AID 624256;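 active = normalized GFP-positive differentiation at or above the plate's own cutoff, the solvent-only control mean plus 3 SD; inconclusive = no clear call, values can overlap the other calls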;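 also: cells exposed to compound for four days before flow analysis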
Insulin prom up: MIN6 insulin promoter up-regulation; AID 1625; MIN6 insulin promoter-GFP reporter, high-content imaging; active compounds read high; z-score at 5 µM; 190,000 tested, 0.3% active;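 active = z-score above 3 at 5 µM with at least 500 cells counted in the well; inconclusive = wells under 500 cells, flagged as cytotoxic or low count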
Autophagy HCS: alters autophagy in cells; MEF GFP-LC3 puncta imaging; test concentration mostly 10 µM; calls only at 10 µM (by protocol); 190,000 tested, 0.98% active;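 active = percentage of spot-positive cells more than 3 SD above its plate mean, without a fluorescence outlier flag or 80% toxicity; inconclusive = no clear call, values can overlap the other calls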;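 also: spot-positive cell cutoff set from DMSO-treated cells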
T cell modulator: T cell immune modulation candidate; 2C CD8+ T cell-vesicle binding, flow cytometry; active compounds read low; calls only at 7 µM; 330,000 tested, 0.068% active; AID 2052;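 active = response, share of CD8 T cells binding vesicles, and their 90th percentile fluorescence all below set limits, cut at about 80% in these data, passing the limit was not always enough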
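Material: 2C TCR transgenic mouse naive CD8+ T cells, MACS-purified. Also added: QL9-charged Drosophila Ld/ICAM-1/B7-1 vesicles. Timing: binding 1.5 h at 37 °C. Measured by: high-throughput flow cytometry with anti-B7-1 and anti-CD8 staining. Read-out: percent CD8+ FL2 mean versus row control. Controls: Unloaded micro-vesicles (low), QL9 vesicles with 0.7% DMSO (high).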
bCat nuc transl: beta-catenin nuclear translocation modulation; nuclear translocation activity, % at 5 µM; HeLa beta-catenin nuclear translocation, immunofluorescence imaging; 190,000 tested, 0.3% active; AID 1665;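 active = nuclear translocation activity above 50% at 5 µM, with a well cell count of 50 or more; inconclusive = wells under 50 cells across six images, flagged as toxic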;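 also: per-cell ratio of nuclear to cytoplasmic median beta-catenin stain intensity; plate controls were DMSO negative control for no effect and GSK-3 inhibitor IX positive control for full effect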
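System: HeLa cells, endogenous beta-catenin; compound dosing: 5 µM primary single dose, 0.1% DMSO, 0.02–20 µM confirmation series; incubation: 24 h compound exposure at 37°C, 5% CO2; signal: beta-catenin immunofluorescence imaging with DAPI; evaluation: % activation, nuclear-to-cytoplasmic median beta-catenin signal ratio per cell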
WT yeast gro inh mutant strain: further read-out of WT yeast gro inh, marked with its call; inhibition, %; mitochondrial fusion phenotypic screen, mutant strain inhibition
Insulin prom up cell count: further read-out of Insulin prom up, marked with its call; cell count; measured here: cytotoxicity, nuclei count;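 total cells summed across four imaged fields per well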
Lipid droplet cells 6.5 µM: further read-out of Lipid droplet, marked with its call; cell count; measured here: cell count, cytotoxicity flag;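 cells counted across two imaged fields per well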
bCat nuc transl cell count 5 µM: further read-out of bCat nuc transl, marked with its call; cell count; measured here: cell count, cytotoxicity flag
T cell modulator vesicle-bound %: recorded beside T cell modulator, whose call it bears; double positive events, %; measured here: CD8+ vesicle-bound cell fraction;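 binding gate set so that unloaded-vesicle control wells show 10% double positive cells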
MT stabilize HCS Hoechst-high %: also measured in MT stabilize HCS; calls as there; % Hoechst-high responders; measured here: nuclear condensation Hoechst responders;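 share of cells brighter than vehicle mean plus two SD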
MT stabilize HCS cytotoxicity %: second read-out of MT stabilize HCS, no call of its own (marks repeat the call); toxicity, %; measured here: cytotoxicity by cell density;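 0% = mean cell density of plate MIN control wells and 100% = no cells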
Autophagy HCS cell loss 18 h: also measured in Autophagy HCS; calls as there; toxicity, %; measured here: cell loss, nuclei count;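 cell loss after 18 h compound exposure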
Myeloid diff 2 GFP+ MAC1+ %: also measured in Myeloid diff 2; calls as there; GFP+ MAC1+ double positive, %; measured here: differentiation confirmed by MAC1 staining
Numbers without * were called inactive; i = inactive; ? = inconclusive; . = not tested or not shown.

canonical_smiles	bCat nuc transl cell count 5 µM	West Nile virus CPE	Insulin prom up	Lipid droplet	Lipid droplet cells 6.5 µM	WT yeast gro inh	MT stabilize HCS cytotoxicity %	MT stabilize HCS	Myeloid diff 2 GFP+ MAC1+ %	T cell modulator vesicle-bound %	T cell modulator	Autophagy HCS cell loss 18 h	Insulin prom up cell count	Autophagy HCS	bCat nuc transl	Myeloid diff 2	WT yeast gro inh mutant strain	MT stabilize HCS Hoechst-high %
CC1CCCCC1NC(=O)CCNS(=O)(=O)c1ccc(Cl)cc1 (stereo not drawn)	.	-0.1%	.	-1.7	654	.	.	.	2.0	27.4	i	.	.	.	.	i	.	.
OCCN(CC#CC(O)(c1ccccc1)c1ccccc1)CCO	1350	0.0%	0.31	-5.4	751	.	.	.	0.3	35.2	i	.	1096	.	0.1	i	.	.
CCOc1ccc(C2N(c3ccc(OC)cc3)C(=O)C3CCCN32)cc1OC (stereo not drawn)	.	-0.5%	1.05	.	.	8.1	6.7	1.9	2.0	16.5	i	9.2	950	i	.	i	4.3	5.0
COc1cccc(C(=O)CSc2nnc(CNc3nc(-c4ccccc4)cs3)n2C)c1	1159	-0.1%	-0.09	2.1	593	-5.6	4.0	5.1	1.2	4.1	i	8.7	1868	i	-0.7	i	-1.6	1.9
O=C(O)c1cccc(-c2ccc(/C=c3/sc4nc5ccccc5n4c3=O)o2)c1	1220	-0.4%	0.02	11.9	736	.	.	.	0.6	37.2	i	.	1383	.	7.6	i	.	.
CCOC(=O)Nc1sc2nc(C)cc(C)c2c1-n1cccc1	1438	0.3%	1.42	.	.	-13.9	7.9	2.2	0.9	40.7	i	1.7	1212	i	2.3	i	7.2	1.1
COc1ccc(Cn2c(=O)c3[nH]cnc3n(-c3ccc(C)cc3)c2=O)cc1	1256	0.1%	0.06	-9.6	662	.	.	.	1.2	30.3	i	.	955	.	0.3	i	.	.
CCOC(=O)CSc1nc2c(cnn2-c2ccc(C)cc2)c(=O)[nH]1	.	-0.3%	.	.	.	5.2	6.9	5.3	0.9	39.0	i	-13.2	.	i	.	i	6.2	3.3
CCCCCCCCCC[n+]1cccc2c3ccccc3ccc21	.	?	?	-155.5	512	79.7	57.2	48.2	.	.	.	29.7	.	i	.	.	83.7	16.9
CC(=O)NCCNC(=O)C1CCC(CNc2nc(=S)[nH]c3ccccc23)CC1 (stereo not drawn)	.	0.4%	.	-1.8	829	.	.	.	0.6	58.2	i	.	.	.	.	i	.	.
O=C(N/C(=C\c1cccc([N+](=O)[O-])c1)C(=O)N1CCOCC1)c1ccc([N+](=O)[O-])cc1	1473	-0.8%	0.36	-13.7	668	1.0	1.5	2.8	0.2	67.3	i	23.3	1258	i	0.1	i	0.6	1.1
CCOc1ccc(C(C)NC(=O)c2cccnc2OCC)cc1OCC (stereo not drawn)	935	-0.3%	-0.74	4.8	699	7.3	7.2	2.2	0.8	47.2	i	10.4	1293	i	1.2	i	-15.1	2.4
CC(=O)N1CC(C)Sc2ccc(S(=O)(=O)NCc3ccccc3Cl)cc21 (stereo not drawn)	.	-0.5%	.	-0.7	668	.	.	.	0.0	43.6	i	.	.	.	.	i	.	.
CN(C)c1ccc(CNCC2CCCO2)cc1 (stereo not drawn)	.	0.2%	.	-0.5	826	.	.	.	0.5	56.5	i	.	.	.	.	i	.	.
Cc1ccc(C)c(S(=O)(=O)N2CCCOC2CNC(=O)C(=O)NCc2cccnc2)c1 (stereo not drawn)	1028	-0.5%	-0.47	3.8	672	11.8	6.8	3.2	0.8	55.1	i	5.9	1195	i	-1.1	i	-9.1	1.9
CCCS(=O)(=O)n1nc(-c2ccc(OC)cc2OC)cc1N	1411	.	0.3	-1.1	702	11.1	5.7	5.0	2.5	41.8	i	-6.0	1339	i	-3.5	i	2.9	1.3
CC(=O)Nc1ccc(Nc2cc(N3CCOCC3)c3nonc3c2[N+](=O)[O-])cc1	1131	1.2%	-1.22	-0.8	763	0.7	14.5	2.2	0.3	47.0	i	3.8	1281	i	-0.3	i	-3.6	2.9
CCOC(=O)Cc1nn[nH]n1	1052	-0.2%	-0.2	-14.6	659	2.3	2.2	2.2	0.7	64.2	i	10.9	1088	i	-0.6	i	-20.2	2.7
Cc1c(C(=O)O)sc2nc(CSc3nnc(-c4ccc(F)cc4)n3C)[nH]c(=O)c12	916	0.9%	0.73	-1.1	672	-4.6	3.3	2.7	0.9	44.1	i	7.7	1516	i	2.3	i	6.5	2.2
O=C(Cc1ccccc1[N+](=O)[O-])Nc1nccs1	1262	0.1%	-0.12	18.8	701	.	.	.	0.5	17.5	i	.	1029	.	1.1	i	.	.
Cc1ccc(C(=O)N(Cc2ccccc2)C(C)(C)C)cc1C	538	-1.6%	0.66	-19.6	648	12.9	3.4	2.9	0.1	33.1	i	12.5	1433	i	0.1	i	-19.1	2.1
Cc1cc(=O)[nH]c2ccc(S(=O)(=O)NC3CCCCC3)cc12	.	0.5%	.	29.2	743	.	.	.	0.5	62.5	i	.	.	.	.	i	.	.
CCC1CCCCN1CCCNC(=O)CN1C(=O)COc2ccccc21 (stereo not drawn)	.	-0.2%	.	-1.3	726	.	.	.	0.5	23.3	i	.	.	.	.	i	.	.
CC(C)CSc1ncc(-c2cccc(C(F)(F)F)c2)cn1	.	-0.5%	.	.	.	16.9	8.1	1.1	0.7	24.2	i	5.7	.	i	.	i	11.8	1.9
O=[N+]([O-])c1cccc(/C=N/Nc2nccnc2Cl)c1	1347	0.5%	0.55	.	.	-2.6	9.0	1.3	5.9	35.8	i	-0.5	1528	i	-0.3	i	51.4	1.5
COCCn1nnnc1C(c1ccc(O)c(OC)c1)N1CCc2ccccc2C1 (stereo not drawn)	1237	1.2%	-0.27	-2.4	744	-12.4	6.4	2.3	0.9	46.3	i	-3.1	1039	i	-1.4	i	14.8	1.6
CC1CN(C(=O)CSc2cn(CC(=O)N3CCOCC3)c3ccccc23)CC(C)O1 (stereo not drawn)	.	0.1%	.	4.9	690	.	.	.	0.4	9.5	i	.	.	.	.	i	.	.
Cc1ccccc1N1C(=O)c2cccc3cccc(c23)C1=O	.	-0.1%	.	0.3	846	.	.	.	0.5	48.3	i	.	.	.	.	i	.	.
CCOC(=O)N1CCN(C(=O)C2CC(=O)N(c3ccccc3)C2)CC1 (stereo not drawn)	.	-0.1%	.	-2.5	691	.	.	.	1.3	9.5	i	.	.	.	.	i	.	.
O=[N+]([O-])c1ccc(-c2cnc(NO)nc2)cc1	1052	0.0%	-0.23	-0.6	649	-7.6	2.9	5.0	0.1	24.9	i	13.9	1432	i	-0.3	i	6.7	2.9
O=C(CSc1nc(-c2ccccc2)nc2ccc(F)cc12)Nc1cccc(C(=O)O)c1	1315	-0.1%	-0.54	0.9	687	.	.	.	0.3	29.5	i	.	1076	.	0.5	i	.	.
CC(C)(C)Nc1c(-c2ccc(O)cc2)nc2ccc(Cl)cn12	1504	1.1%	0.23	-2.9	649	1.0	5.2	1.1	1.5	6.8	i	9.9	1549	i	1.0	i	-22.2	3.1
COc1ccc(C(C)=O)cc1CSc1nnc(Nc2c(C)cccc2C)s1	1021	-2.0%	-0.74	0.3	689	25.4	8.5	4.3	0.6	42.2	i	-14.7	1392	i	-1.3	i	-6.3	3.6
Cc1c(NS(=O)(=O)c2ccc(NCC3CCCO3)c([N+](=O)[O-])c2)c(=O)n(-c2ccccc2)n1C (stereo not drawn)	1118	-0.6%	0.21	0.7	684	-16.6	8.0	3.5	0.5	35.9	i	36.8	1414	i	-3.0	i	7.6	3.5
CCc1cc(C(=O)OCC(=O)N2CCC(c3ccccc3)=N2)sc1C	.	-0.7%	.	23.9	856	.	.	.	0.0	15.5	i	.	.	.	.	i	.	.
COc1ccc(S(=O)(=O)N2CCC(C(=O)N3CCC(C(N)=O)CC3)CC2)cc1Cl	997	0.6%	0.19	-10.7	723	-3.2	8.0	3.9	0.1	46.7	i	0.7	1435	i	-0.2	i	-4.5	1.6
CCCCOc1ccc(C(=O)N/C(=C/C=C/c2ccccc2)C(=O)NCCCO)cc1	1154	-1.2%	-0.05	0.8	684	7.8	9.6	3.8	0.7	61.1	i	-6.5	1232	i	-2.0	i	20.1	1.8
CCc1cc(=O)oc2cc(OCC(=O)O)c(Cl)cc12	879	-0.2%	-0.16	0.5	601	14.1	97.4	15.2	1.0	6.6	i	-5.7	1703	i	2.4	i	8.4	30.5
Cc1cc(C(=O)Nc2ccc(S(=O)(=O)N3CCOCC3)cc2)ccc1[N+](=O)[O-]	.	-1.5%	.	4.6	806	.	.	.	0.5	17.7	i	.	.	.	.	i	.	.

Sorted by number of heavy atoms (ascending): some entries from above
canonical_smiles	bCat nuc transl cell count 5 µM	West Nile virus CPE	Insulin prom up	Lipid droplet	Lipid droplet cells 6.5 µM	WT yeast gro inh	MT stabilize HCS cytotoxicity %	MT stabilize HCS	Myeloid diff 2 GFP+ MAC1+ %	T cell modulator vesicle-bound %	T cell modulator	Autophagy HCS cell loss 18 h	Insulin prom up cell count	Autophagy HCS	bCat nuc transl	Myeloid diff 2	WT yeast gro inh mutant strain	MT stabilize HCS Hoechst-high %
Cc1ccccc1N1C(=O)c2cccc3cccc(c23)C1=O	.	-0.1%	.	0.3	846	.	.	.	0.5	48.3	i	.	.	.	.	i	.	.
CCOC(=O)N1CCN(C(=O)C2CC(=O)N(c3ccccc3)C2)CC1 (stereo not drawn)	.	-0.1%	.	-2.5	691	.	.	.	1.3	9.5	i	.	.	.	.	i	.	.
COc1ccc(C(C)=O)cc1CSc1nnc(Nc2c(C)cccc2C)s1	1021	-2.0%	-0.74	0.3	689	25.4	8.5	4.3	0.6	42.2	i	-14.7	1392	i	-1.3	i	-6.3	3.6
